Source: PubChem BioAssay
KB-3-1 cytotox – kills parental KB-3-1 adenocarcinoma cells; KB-3-1 viability, CellTiter-Glo ATP luminescence, 72 h; AID 1347075; 400,000 tested, 1.4% active; Potency, µM (top dose mostly 46.1 µM), inactives show at the top dose activity change, negative = cytotoxic, most hits filed as cytotoxic; also: % is scaled to controls: 0 for no effect and ±100 for the full control effect; nearly all actives have a fitted effect of over 60% in size
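Screening of KB-3-1 cells (DMEM, 10% FBS, phenol-red free) ran from lowest to highest compound concentration; after 72 h at 37 °C viability was read luminescently and curves fitted.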
HT1080 IDH1KD tx – toxicity to HT-1080 IDH1 knockdown cells (counter line); 360,000 tested, 2% active; AID 686971; Potency, µM (titrated, usually from 46.1 µM), for the others: at the highest dose activity, negative = toxicity, actives largely listed as cytotoxic; HT-1080 IDH1 knockdown viability, ATP luminescence, 48 h;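 also: 0% = DMSO wells and -100% = cell-free medium wells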
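CellTiter-Glo luminescence after 48 h compound exposure at 37 degrees C of IDH1-knockdown HT-1080 cells in 5% FBS RPMI. %Activity scaled between DMSO wells and cell-free media wells, with curves fitted and assigned curve classes.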
KB-V1 MDR tox – KB-V1 MDR subline cytotoxicity. KB-V1 MDR cells viability, CellTiter-Glo, 72 h. Potency, µM (top dose mostly 46.1 µM), for inactives: at the highest dose activity change, negative = cytotoxicity, hits mostly cytotoxic. 400,000 tested, 3.4% active. AID 1347076; also: % is scaled to controls: 0 for no effect and ±100 for the full control effect; nearly all actives have a fitted effect of over 60% in size
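In this primary screen, KB-V1 cells overexpressing P-gp are incubated with library compounds (lowest to highest concentration) for 72 h at 37 degrees C before a luminescent ATP viability read.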
TDP43 rescue – rescues yeast growth from TDP-43 toxicity; AID 652104; Potency, µM (top dose mostly 46.1 µM), for inactives: top-dose growth rescue (activation), most hits filed as activators; 410,000 tested, 1.8% active; TDP-43 expressing yeast growth rescue, BacTiter-Glo, 24 h; also: % of control where 0% means no effect; nearly all actives have a fitted effect of over 50% in size
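Yeast expressing TDP-43 (pregrown in raffinose, seeded at OD600=0.02 in galactose medium) exposed to compounds 24 hr at 30 deg C. Growth read by BacTiter-Glo luminescence; rescue of toxicity appears as increased signal.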
GLP-1R agonist – agonists of human GLP-1 receptor; P43220; HEK293 GLP-1R CRE-luciferase, luminescence, 4-6 h; cells express a hypersensitive GLP-1R form; Potency, µM (titrated, usually from 45.6 µM), for inactives: at the top dose activation, usual class: activators; 380,000 tested, 0.007% active; also: % of control where 0% means no effect
Target sequence (P43220 whole entry, looked up): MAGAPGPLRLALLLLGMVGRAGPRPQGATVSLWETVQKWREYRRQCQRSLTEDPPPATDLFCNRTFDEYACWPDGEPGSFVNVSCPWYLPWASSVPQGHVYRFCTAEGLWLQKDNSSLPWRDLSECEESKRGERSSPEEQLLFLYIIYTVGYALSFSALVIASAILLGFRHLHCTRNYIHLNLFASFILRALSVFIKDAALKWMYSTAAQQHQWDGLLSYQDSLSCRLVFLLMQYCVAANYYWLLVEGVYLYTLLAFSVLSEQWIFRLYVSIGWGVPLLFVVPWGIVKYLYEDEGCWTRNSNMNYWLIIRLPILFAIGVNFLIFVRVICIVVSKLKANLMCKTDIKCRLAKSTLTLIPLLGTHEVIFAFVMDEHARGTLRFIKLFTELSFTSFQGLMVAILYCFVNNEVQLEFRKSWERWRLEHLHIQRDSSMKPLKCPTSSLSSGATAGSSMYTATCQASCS
GLP-1R inv ag – acts as inverse agonist at human GLP-1 receptor; 410,000 tested, 1.6% active; Potency, µM (titrated, usually from 38.3 µM), for the others: at the highest dose activity change, negative = inhibition, usual class: inhibitors; HEK293 GLP-1R CRE-luciferase, luminescence, 24 h; GLP-1R form is constitutively active; P43220; also: % is scaled to controls: 0 for no effect and ±100 for the full control effect; nearly all actives have a fitted effect of over 55% in size
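Inverse agonism was detected as reduced cAMP-driven luciferase luminescence after 24 h compound treatment. The cells were HEK293 clones expressing constitutively active human GLP-1R with the reporter. Reporter-only and GPR119 cell lines served as counterscreen controls.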
SW480 rerep – induces DNA re-replication in SW480 colon adenocarcinoma cells. SW480 DNA re-replication, Hoechst DNA content imaging, 48 h. AID 624297. Potency, µM (highest dose often 46.1 µM), without a hit: at the highest dose re-replication activation, usual class: activators. 340,000 tested, 1.8% active; also: % of control where 0% means no effect; nearly all actives have a fitted effect of over 55% in size
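250 cells/well; 23 nL cpd via pin tool; 48 hr, 37 C, 5% CO2; Hoechst 40 min; imager read of total nuclear intensity, ex 405/em 500-530 nm.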
HT1080NT lethal – kills 2HG-producing HT-1080-NT fibrosarcoma cells | HT-1080-NT fibrosarcoma viability, CellTiter-Glo ATP luminescence, 48 h | Potency, µM (doses to about 46.1 µM), for the others: at the top dose activity, negative = less viability, actives largely listed as cytotoxic | 360,000 tested, 1.6% active | AID 686970;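 also: NT is the 2HG producing partner of a matched IDH1 knockdown line; 0% = DMSO-treated cells and -100% = media-only wells without cells; nearly all actives have a fitted effect of over 55% in size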
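Toxicity toward the 2HG-producing NT line was scored as %Activity, normalised to DMSO and no-cell wells, from CellTiter-Glo luminescence after 48 hours' treatment.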
HEK293 tox – cytotoxicity counter-screen for GLP-1 receptor inverse agonists. HEK293 cAMP-luciferase reporter cells, luminescence, 24 h. Potency, µM (highest dose often 38.3 µM), for inactives: at the highest dose activity change, negative = inhibition, most hits filed as inhibitors. 410,000 tested, 0.13% active. AID 624418;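 also: loss of luciferase light is scored as toxicity; % is scaled to controls: 0 for no effect and ±100 for the full control effect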
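Here, cytotoxicity is scored as loss of luminescence. The MLSMR collection was tested on cells seeded in medium containing 10% Nu serum, with a 24 hr compound exposure preceded by 12 hours of culture.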
* hit, by the source's call; u = inconclusive; x = not tested or not shown; [ ] = dose if it differs, or a comment. Calls follow the shape of the dose curve; as a rule, active = well fitted curve in the direction sought with a large enough effect; inconclusive = small, poorly fitted or top-dose-only effect, or another doubt; inactive = no such curve, though single readings can be large; an effect the other way counts as inactive or inconclusive. Potency is read from the fitted curve at half-maximal effect.

SMILES	KB-3-1 cytotox	HT1080 IDH1KD tx	KB-V1 MDR tox	TDP43 rescue	GLP-1R agonist	GLP-1R inv ag	SW480 rerep	HT1080NT lethal	HEK293 tox
O=C(c1c(F)cccc1F)N1CCN(c2ncc(Br)cn2)CC1	-3.7%	15.0%	-4.3%	u	4.5%	8.1%	1.6%	20.2%	7.8%
COc1ccc(C)cc1S(=O)(=O)n1c([N+](=O)[O-])cnc1C	10.6%	4.3%	26.0%	-7.6%	-3.1%	18.4%	0.8%	0.6%	-1.1%
O=C(COC(=O)CSc1ccc2ccccc2c1)NC1CC1	10.5%	9.8%	22.5%	10.5%	-6.5%	2.4%	1.4%	9.6%	10.1%
CCNC(=O)c1ccc(NC(=O)CC2SC(N3CCCCC3)=NC2=O)cc1 (centres undefined)	22.7%	9.8%	7.1%	20.9%	0.3%	9.8%	-37.4%[inhibitor]	10.0%	-0.2%
CCN(CCCNC(=O)C1CCN(S(=O)(=O)c2c(C)[nH]c(=O)[nH]c2=O)CC1)c1cccc(C)c1	-1.0%	3.2%	-0.4%	3.9%	-12.9%	4.8%	16.5%	13.3%	8.3%
CCOC(=O)C1=C(N)OC2=C(C(=O)CCC2)C1c1sccc1C (centres undefined)	0.6%	5.3%	u	-3.3%	13.7%	15.2%	-46.3%[inhibitor]	13.5%	-1.2%
COc1cc2cnc(-c3ccccc3)c(-c3cccc(C(F)(F)F)c3)c2cc1OC	u	7.0%	u	-34.1%[inhibitor]	-2.9%	u	u	11.9%	3.1%
Cc1nn(-c2ccc(F)cc2)c(Cl)c1C(=O)N(C)CC(=O)Nc1cccc(F)c1	-0.3%	1.7%	u	26.2%	-8.6%	u	0.0%	-6.1%	u
Cc1cc2c(c(=O)n1C)C(Cc1ccccc1)C(C#N)=C(N)O2 (centres undefined)	22.0%	2.2%	15.0%	8.0%	-8.0%	4.2%	-4.6%	11.4%	-0.2%
CC(=O)N1CCc2cc(S(=O)(=O)Nc3ccc(C)cc3C)ccc21	-14.8%	-4.3%	-12.7%	-3.5%	0.8%	-18.6%	7.9%	-9.8%	-29.2%

8 of the compounds above, bar-delimited.
SMILES | KB-3-1 cytotox | HT1080 IDH1KD tx | KB-V1 MDR tox | TDP43 rescue | GLP-1R agonist | GLP-1R inv ag | SW480 rerep | HT1080NT lethal | HEK293 tox
O=C(c1c(F)cccc1F)N1CCN(c2ncc(Br)cn2)CC1 | -3.7% | 15.0% | -4.3% | u | 4.5% | 8.1% | 1.6% | 20.2% | 7.8%
COc1ccc(C)cc1S(=O)(=O)n1c([N+](=O)[O-])cnc1C | 10.6% | 4.3% | 26.0% | -7.6% | -3.1% | 18.4% | 0.8% | 0.6% | -1.1%
O=C(COC(=O)CSc1ccc2ccccc2c1)NC1CC1 | 10.5% | 9.8% | 22.5% | 10.5% | -6.5% | 2.4% | 1.4% | 9.6% | 10.1%
CCNC(=O)c1ccc(NC(=O)CC2SC(N3CCCCC3)=NC2=O)cc1 (centres undefined) | 22.7% | 9.8% | 7.1% | 20.9% | 0.3% | 9.8% | -37.4%[inhibitor] | 10.0% | -0.2%
CCN(CCCNC(=O)C1CCN(S(=O)(=O)c2c(C)[nH]c(=O)[nH]c2=O)CC1)c1cccc(C)c1 | -1.0% | 3.2% | -0.4% | 3.9% | -12.9% | 4.8% | 16.5% | 13.3% | 8.3%
CCOC(=O)C1=C(N)OC2=C(C(=O)CCC2)C1c1sccc1C (centres undefined) | 0.6% | 5.3% | u | -3.3% | 13.7% | 15.2% | -46.3%[inhibitor] | 13.5% | -1.2%
COc1cc2cnc(-c3ccccc3)c(-c3cccc(C(F)(F)F)c3)c2cc1OC | u | 7.0% | u | -34.1%[inhibitor] | -2.9% | u | u | 11.9% | 3.1%
Cc1nn(-c2ccc(F)cc2)c(Cl)c1C(=O)N(C)CC(=O)Nc1cccc(F)c1 | -0.3% | 1.7% | u | 26.2% | -8.6% | u | 0.0% | -6.1% | u

Further records follow.
SMILES	KB-3-1 cytotox	HT1080 IDH1KD tx	KB-V1 MDR tox	TDP43 rescue	GLP-1R agonist	GLP-1R inv ag	SW480 rerep	HT1080NT lethal	HEK293 tox
CCN(CC)CCN(Cc1cc2cc(C)ccc2[nH]c1=O)C(=S)Nc1ccccc1	-21.3%	16.9%	12.6%	-7.5%[0.397 µM]	13.9%	-11.8%	2.8%	-12.4%	-12.9%
COc1ccccc1N1CCN(C(=O)c2cc(-c3ccccc3)on2)CC1	-3.6%	-11.8%	u	u	11.8%	u	-5.5%	-8.6%	-7.6%
COC(=O)CC/C(C)=N\Nc1ccc([N+](=O)[O-])cc1[N+](=O)[O-]	-2.7%	-3.5%	-9.2%	-6.0%	-8.3%	14.1%	-1.4%	-18.0%	1.6%
COc1ccc(NC(=S)N2CCC(Cc3ccccc3)CC2)cc1	-4.1%	-0.4%	1.1%	9.2%	-3.0%	u	-2.3%	-4.3%	-12.3%
COC(=O)c1ccc(Sc2ccccc2NS(=O)(=O)c2ccc(NC(C)=O)cc2)nc1	0.8%	15.0%	5.2%	0.0%	-8.5%	5.5%	-5.6%	0.1%	11.5%
O=C(CSc1cccc(C(F)(F)F)c1)N1CCN(S(=O)(=O)c2ccccc2)CC1	-4.6%	-13.2%	u	6.8%	-3.3%	u	u	-6.6%	-15.2%
COc1ccccc1CN(C(=O)Cc1cccs1)C(C(=O)NC1CCCC1)c1ccncc1 (centres undefined)	-12.4%	x	-6.3%	-9.5%	1.8%	14.2%	-0.6%	x	5.7%
CC(CNC(=O)Cn1ccc2cc(S(=O)(=O)N3CCCCCC3)ccc21)c1ccccc1 (centres undefined)	u	x	-9.4%	-6.1%	x	11.2µM*	x	x	-8.1%
COc1ccc(C(=O)COC(=O)/C=C/c2ccc(S(=O)(=O)Nc3cccc(S(N)(=O)=O)c3)cc2)cc1	-7.0%	-9.0%	0.0%	10.2%	1.3%	u	-3.1%	-8.0%	-3.4%
COc1ccc(CNC(=O)CC(C)S(=O)(=O)c2ccc3c(c2)NC(=O)CO3)cc1 (centres undefined)	13.4%	-12.0%	u	4.5%	-5.2%	5.4%	2.4%	4.7%	7.0%
O=C(O)/C=C/C(=O)Nc1ccc(O)cc1	22.9%	8.4%	0.2%	16.7%	-6.0%	-5.2%	-0.2%	0.0%	0.0%
C[C@@H]1CN([C@@H](C)CO)S(=O)(=O)c2ccc(Br)cc2O[C@H]1CN(C)C(=O)c1ccc2c(c1)OCO2	-17.4%	10.2%	-1.9%	-9.3%	1.0%	-6.9%	x	7.8%	-30.0%
COc1ccc(OC(=O)c2cn(C)nc2C(F)(F)F)cc1	-0.9%	0.3%	11.2%	-0.6%	4.1%	-0.4%	1.6%	12.8%	2.9%
CCc1ccc(NC(=O)CSc2nc3cc(C(=O)OC)ccc3c(=O)n2Cc2ccco2)cc1	1.2%	-5.5%	16.6%	-7.9%	-6.7%	-3.2%	17.3%	-13.8%	3.4%
Cc1c(C(=O)OC2CCCCC2)[nH]c2c1C(=O)CC(c1ccccc1Cl)C2 (centres undefined)	4.11µM*	x	u	8.6%	x	u	x	x	-10.9%
O=C(Nc1ccc(F)cc1)C(c1ccnc2ccccc12)N1CCN(CC(=O)N2CCCC2)CC1 (centres undefined)	2.8%	1.1%	u	14.3%	x	14.2%	x	1.9%	13.1%
CCOC(=O)C1CCN(C(=O)C2CCCN(S(=O)(=O)c3ccc(OCC)c(Cl)c3)C2)CC1 (centres undefined)	2.0%	-21.5%	0.0%	u	-0.9%	u	3.2%	u	-7.8%
Cn1c(CNC(=O)CNS(=O)(=O)c2ccccc2)cc(=O)n(C)c1=O	-3.6%	-7.8%	7.2%	-9.1%	-1.4%	5.1%	u	-8.6%	31.4%
CCN1CCN(c2oc(-c3ccc(COc4ccccc4C)o3)nc2C#N)CC1	20.6µM*	x	-13.3%	14.2%	x	u	x	x	1.4%
Cc1cc(C)cc(NC(=O)c2ccc(CSc3nnnn3C)cc2)c1	-3.1%	-10.3%	-9.9%	-5.5%	-1.7%	-0.2%	-3.2%[9.22 µM]	-5.0%	12.7%
O=C(Cn1c(=O)n(Cc2ccccc2)c(=O)c2oc3ccccc3c21)Nc1ccc(Cl)cc1	-5.6%	x	0.0%	10.0%	x	10.2%	x	x	0.3%
Cc1ccc(C(=O)CCC2CCCCC2=O)cc1 (centres undefined)	8.2%	1.0%	u	u	0.1%	u	x	-1.6%	-15.4%
O=C(CSc1cccc(C(F)(F)F)c1)Nc1cc(S(=O)(=O)N2CCCC2)ccc1Cl	1.4%	3.9%	-2.9%	-1.4%	8.5%	u	8.8%	8.1%	-4.2%
COC(=O)CCCC(=O)NCC1(N(C)Cc2ccccc2)Cc2ccccc2C1	4.5%	11.4%	-27.3%	0.6%	-4.4%	-26.9%	u	12.9%	-0.7%
O=C(NC1CCCCC1)N1CCCCCCC1	-0.6%	2.6%	0.0%	-5.0%	-4.0%	1.2%	-9.6%	0.6%	-2.6%
CNC(=O)CCCN1C(=O)c2cccnc2Sc2ccccc21	2.1%	x	28.8%	8.5%	x	3.4%	x	x	3.4%
COc1ccccc1OCCNC(=O)c1ccc(Br)cc1	4.0%	3.9%	-11.7%	4.2%	-5.4%	-26.4%	0.1%	18.9%	-1.4%
Cc1cc2c(cc(C(=O)N3CCC(C(=O)NC4CCCC4)CC3)n2Cc2c(F)cccc2Cl)o1	0.0%	3.4%	u	8.5%	-2.5%	0.3%	-0.1%	0.5%	-2.7%
CCn1c(SCC(=O)Nc2ccc(C(=O)OC)cc2)nc2cccnc21	2.3%	u	-26.6%	10.5%	18.3%	46.0%[activator]	-1.7%	u	-10.8%
CN(C)c1ccc(/C=N/NC(=O)CNC(=O)c2ccncc2)cc1	2.0%	16.7%	13.9%	11.3%	-2.2%	0.1%	1.3%	8.9%	4.8%
CCC(Oc1cccc(C)c1)C(=O)Nc1ccccc1C(=O)N1CCOCC1 (centres undefined)	20.5%	21.1%	0.7%	13.4%	-1.9%	2.9%	-2.3%	5.9%	-1.9%

No enrichment for hits; overall some 9.4% were active at least once.
